Assay outcomes (PubChem BioAssay)
zfTRPN1 agonist – zebrafish TRPN1 channel agonists, primary screen, cell-based, HEK293, calcium fluorescence; AID 1424, 2008; actives 0.18% (n = 220,000); HEK293 zebrafish TRPN1-YFP, Fluo-8 calcium fluorescence; 100% = response to 87 µM carbachol; transient receptor potential cation channel N1 (TRPN1/NompC), Danio rerio; activation, % at 3 µM;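 active means activation above its plate's cutoff, the mean activation of test wells on that plate plus 3 SD, cut at about 19% in these data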;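 further: 0% = DMSO alone and 100% = 87 µM carbachol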
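Assay system: Zebrafish TRPN1-YFP in HEK293 cells | Incubation: Dye loading 1 h at 37 °C, then 30 min room temperature | Measured by: Kinetic Fluo-8 fluorescence, ex 470-495, em 515-575 nm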
Ba/F3 V617F tox – reduced viability of JAK2V617F-dependent Ba/F3 cells, primary screen, JAK2V617F inhibitor project, cell-based, Ba/F3 EpoR-JAK2V617F, luminescence; ATP luminescence; inhibition, % at 5.6 µM; actives 1.1% (n = 220,000); AID 1446, 2008;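 active means inhibition above the campaign mean plus 3 SD over all tested compounds, cut at about 24% in these data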;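 further: cytokine-independent growth of Ba/F3 cells driven by EpoR plus mutant JAK2; 0% = DMSO-treated cells and 100% = JAK inhibitor I control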
BaF3 tox – parental Ba/F3 cell viability inhibition, counter-screen for JAK2V617F inhibitor project, murine pro-B, CellTiter-Glo luminescence | CellTiter-Glo ATP luminescence | inhibition, % at 5.6 µM | actives 1.1% (n = 220,000) | AID 1486, 2009;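 active means inhibition above a per-campaign cutoff, the mean inhibition of all tested compounds plus 3 SD, cut at about 27% in these data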;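 further: 0% = DMSO wells and 100% = JAK Inhibitor I control wells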
TNF death inh – inhibitors of TNF-alpha triggered necroptosis, primary screen, cell-based, Jurkat FADD-/-, single concentration. Jurkat FADD-/- TNF necroptosis rescue, ATP luminescence, 24 h; 0 = TNF only, 100 = no-TNF cells. activation (protection from cell death), % at 10 µM. actives 0.068% (n = 220,000). AID 463075, 2010;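 active means activation, meaning protection from cell death, of at least 50% relative to plate controls; inactive means activation below 50%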;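 further: necroptosis triggered by 40 ng/mL TNF-alpha added together with compound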
CHOP inhibitor – inhibitors of CHOP promoter induction, primary screen, cell-based, unfolded protein response, luciferase reporter. CHO-K1 CHOP-promoter luciferase, tunicamycin-induced, 15-18 h. inhibition, % at 10 µM. actives 3.8% (n = 220,000). AID 2732, 2010;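 active means compounds that reduced the stress-induced luciferase reporter signal by more than about 70% of percent inhibition, limit read from the data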;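 further: 0% = tunicamycin plus vehicle and 100% = wells without tunicamycin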
TRPML3 ag – human TRPML3 channel agonists, primary screen, cell-based, HEK293 TRPML3-YFP, Fluo-8 calcium fluorescence, 3 µM | 100% = the carbachol control signal | activation, % at 3 µM | actives 0.29% (n = 220,000);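 active means activation above its plate's cutoff, the mean activation of the plate's test wells plus 3 SD, cut at about 12% in these data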;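 further: 0% = DMSO only wells and 100% = carbachol wells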
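Test system: TRPML3-YFP stable HEK293 cells. Doses: single point at 3 µM. Incubation: dye loading 1 h 37 °C then 30 min ambient, 125 s read. Signal: Fluo-8 calcium dye fluorescence, ex 470-495, em 515-575 nm. Measure: percent activation from peak-to-basal fluorescence ratio, scaled between DMSO and carbachol.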
PPC-1+TRAIL kill – compounds killing PPC-1 cancer cells with TRAIL present, primary screen, TRAIL potentiator project, ATPLite luminescence, uHTS | AID 1443, 2008 | PPC-1 cells + TRAIL, ATPLite viability luminescence | actives 0.41% (n = 220,000) | cell killing (% activity), % at 4 µM;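 active means cell killing above 50% in the first pass at 4 µM, then a duplicate retest at 5 µM averaging 50% or more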;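 further: plate controls were cells with TRAIL plus DMSO for no effect and medium-only wells lacking cells for full effect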
Wee1 degr inh – Wee1 degradation inhibitors, primary screen, cell-based, HeLa, Wee1K328M-luciferase, luminescence | Wee1-like protein kinase (Homo sapiens), P30291 | HeLa Luc-Wee1K328M stability; 100% = proteasome inhibitor MG132 effect | reporter increase, % at 5 µM | actives 1.2% (n = 220,000) | AID 1321, 2008;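 active means activation above the mean of all tested compounds plus 3 SD, set per screening run, cut at about 8.8% in these data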;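 further: cells exposed to compound for 20 h before luminescence read; 0% = DMSO alone and 100% = MG132 at 30 µM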
Target sequence (P30291 whole entry K328M): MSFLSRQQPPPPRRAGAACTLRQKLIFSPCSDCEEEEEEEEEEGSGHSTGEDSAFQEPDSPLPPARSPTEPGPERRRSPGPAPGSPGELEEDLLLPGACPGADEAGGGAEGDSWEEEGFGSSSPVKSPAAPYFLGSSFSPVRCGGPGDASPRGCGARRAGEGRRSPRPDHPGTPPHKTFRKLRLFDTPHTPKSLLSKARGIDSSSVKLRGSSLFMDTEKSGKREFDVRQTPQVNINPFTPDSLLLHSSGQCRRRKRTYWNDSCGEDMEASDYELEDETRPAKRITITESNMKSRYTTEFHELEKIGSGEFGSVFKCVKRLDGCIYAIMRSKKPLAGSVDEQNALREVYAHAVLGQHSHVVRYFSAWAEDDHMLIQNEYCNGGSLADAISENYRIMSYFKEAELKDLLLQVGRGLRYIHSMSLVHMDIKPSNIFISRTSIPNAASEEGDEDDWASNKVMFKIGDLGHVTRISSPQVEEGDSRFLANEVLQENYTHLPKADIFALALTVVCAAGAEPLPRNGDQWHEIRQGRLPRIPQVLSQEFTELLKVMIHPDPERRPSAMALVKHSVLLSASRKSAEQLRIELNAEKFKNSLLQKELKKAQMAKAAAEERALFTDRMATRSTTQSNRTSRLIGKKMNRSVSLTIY
RBBP9 inh – human RBBP9 inhibitors, primary screen, biochemical, fluorescence polarization, FP-Rh probe, HTS. recombinant RBBP9. actives 0.2% (n = 220,000). Serine hydrolase RBBP9 (Homo sapiens), O75884. inhibition, % at 7.94 µM. AID 1515, 2009;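 active means inhibition above the campaign mean of all tested compounds plus 3 SD, cut at about 14% in these data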;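 further: plate controls were DMSO wells with RBBP9 for no effect and wells lacking RBBP9 protein for full effect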
Target sequence (O75884 whole entry, looked up): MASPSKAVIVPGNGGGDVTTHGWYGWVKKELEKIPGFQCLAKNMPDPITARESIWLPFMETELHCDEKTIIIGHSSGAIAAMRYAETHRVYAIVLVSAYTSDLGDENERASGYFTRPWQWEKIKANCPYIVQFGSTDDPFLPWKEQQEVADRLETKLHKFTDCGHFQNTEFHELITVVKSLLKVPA
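System: RBBP9 protein | Quantity: 2.5 µM RBBP9 dispensing solution, before mixing | Reagent: FP-Rh probe, 375 nM dispensing solution | Timing: Enzyme-compound preincubation 30 min, then probe labeling 45 min, 25 °C | Measured by: Fluorescence polarization | Read-out: % inhibition | Replication: One well per compound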
Numbers without * were called inactive; x = not tested or not shown; [ ] = dose if it differs, or a comment.

Preview:
SMILES	zfTRPN1 agonist	Ba/F3 V617F tox	BaF3 tox	TNF death inh	CHOP inhibitor	TRPML3 ag	PPC-1+TRAIL kill	Wee1 degr inh	RBBP9 inh
O=C(C1CCCO1)N1CCN(C(=S)Nc2ccccc2C(F)(F)F)CC1 (configuration not stated)	1.0	-2	3	-0.1	19	1.6	13	2	-11
Cc1nnc(NC(=O)CSc2nccn2-c2ccc(F)cc2)s1	-0.2	6	14	0.6	23	0.1	2	4	4
O=S(=O)(Cc1ccccc1)Nn1cnnc1	-0.4	-5	1	0.8	1	1.0	-7	1	-3
CC1CC1c1ccc(/C=C(\C#N)C(=O)Nc2ccc(Cl)cc2Cl)o1 (configuration not stated)	0.6	0	8	1.9	10	0.3	-14	0	-6
COC(c1ccccc1)c1nnc(CCC(=O)N2CCN(Cc3cccs3)CC2)o1 (configuration not stated)	2.1	4	16	1.1	16	0.8	11	-2	-5
NC(=O)c1c(N)sc2c1CCCC2	2.4	-3	7	0.6	0	0.5	5	1	11
CCOC(=O)c1cccc(NC(=O)C2(S(=O)(=O)c3ccc(C)cc3)CC2)c1	-2.6	-2	2	1.1	14	-1.8	1	-1	-2
O=c1[nH]cc(I)cc1I	1.1	-1	-5	-1.1	15	0.3	14	-3	-12
Cc1cccc(N(C(=O)c2ccc(CN3CCOCC3)o2)C(C(=O)NC2CCCCC2)c2ccc(F)cc2)c1 (configuration not stated)	-1.3	-2	2	0.0	69	0.2	10	-2	-3

This part in full, repeating the preview:
SMILES	zfTRPN1 agonist	Ba/F3 V617F tox	BaF3 tox	TNF death inh	CHOP inhibitor	TRPML3 ag	PPC-1+TRAIL kill	Wee1 degr inh	RBBP9 inh
O=C(C1CCCO1)N1CCN(C(=S)Nc2ccccc2C(F)(F)F)CC1 (configuration not stated)	1.0	-2	3	-0.1	19	1.6	13	2	-11
Cc1nnc(NC(=O)CSc2nccn2-c2ccc(F)cc2)s1	-0.2	6	14	0.6	23	0.1	2	4	4
O=S(=O)(Cc1ccccc1)Nn1cnnc1	-0.4	-5	1	0.8	1	1.0	-7	1	-3
CC1CC1c1ccc(/C=C(\C#N)C(=O)Nc2ccc(Cl)cc2Cl)o1 (configuration not stated)	0.6	0	8	1.9	10	0.3	-14	0	-6
COC(c1ccccc1)c1nnc(CCC(=O)N2CCN(Cc3cccs3)CC2)o1 (configuration not stated)	2.1	4	16	1.1	16	0.8	11	-2	-5
NC(=O)c1c(N)sc2c1CCCC2	2.4	-3	7	0.6	0	0.5	5	1	11
CCOC(=O)c1cccc(NC(=O)C2(S(=O)(=O)c3ccc(C)cc3)CC2)c1	-2.6	-2	2	1.1	14	-1.8	1	-1	-2
O=c1[nH]cc(I)cc1I	1.1	-1	-5	-1.1	15	0.3	14	-3	-12
Cc1cccc(N(C(=O)c2ccc(CN3CCOCC3)o2)C(C(=O)NC2CCCCC2)c2ccc(F)cc2)c1 (configuration not stated)	-1.3	-2	2	0.0	69	0.2	10	-2	-3
Cc1ccc(-n2cccc2/C=C2/NC(=O)N(CC(=O)Nc3cccc(C)c3)C2=O)cc1	0.2	-6	-4	2.3	52	0.5	11	-4	6
O=[N+]([O-])c1ccc(OCCN2CCCCCC2)cc1	-0.6	1	7	0.5	10	0.3	18	1	-3
CCOc1ccc(Nc2nc(C)cc(C)c2C#N)cc1	-0.3	-2	2	0.6	-43	-0.2	-11	-1	-1
COc1ccc(N(CC(=O)Nc2ccc3c(c2)OCO3)S(=O)(=O)c2ccccc2)c(OC)c1	0.9	6	5	-4.8	-1	-0.4	17	4	-13
CSc1n[nH]c(-c2ccc(C(F)(F)F)cc2)n1	1.2	0	5	0.0	-7	0.1	13	2	-5
CCNC(=O)COn1c(SCC(=O)NCC)nc2ccccc2c1=O	-0.4	-1	9	-1.3	25	0.0	16	-5	-5
CC1CCCCC1NC(=O)COC(=O)CNC(=O)c1cccc(F)c1 (configuration not stated)	0.6	2	6	1.2	6	-0.2	13	-4	7
CCCN1CCCc2cc(CN(CCCN3CCOCC3)C(=O)Nc3ccc(OCC)cc3)ccc21	0.1	0	5	0.1	-31	0.5	13	-1	-1
CCC(C)[C@H](NC(=O)NCCCN1CCOCC1)C(=O)OC (some centres not stated)	1.6	-2	4	-3.2	4	1.1	1	2	0
O=C(NCc1ccccc1)c1ccc(Cn2cc(C(F)(F)F)ccc2=O)cc1	0.6	2	5	-1.1	21	0.1	-19	1	-11
COc1ccccc1NC(=O)c1ccc(NS(C)(=O)=O)cc1	-0.9	-3	8	-0.4	-32	0.2	26	0	-9
CCOC(=O)C1=C(c2ccccc2)Nc2ncnn2C1c1cccc(OC)c1OC (configuration not stated)	-0.8	-3	1	2.0	21	0.0	8	5	-4
CCN(CC)S(=O)(=O)c1ccc(/C=C/C(=O)OCC(=O)N(C(C)C)C(C)C)cc1	1.9	3	3	-0.4	22	1.3	-9	0	0
Cc1cc(C(=O)COC(=O)c2ccncc2)c(C)n1CCc1ccc(F)cc1	12	3	6	-0.4	5	4.8	-18	-2	-4
COc1ccc(Nc2nc(=O)c3cc([N+](=O)[O-])ccc3s2)cc1	0.3	-2	-6	25	-2	1.2	18	2	-2
Cc1cc(C)n(-c2ccc(C(=O)C(C#N)c3nc4ccccc4n3C)cc2)n1 (configuration not stated)	0.3	-5	0	-2.4	-2	-0.4	8	0	-5
CCOc1ccc(NC2=NCC(=O)N2CCc2ccccc2)cc1	0.5	-6	-2	-2.2	13	1.5	-6	-2	-13
N#CC1=C(N)C(C#N)(C#N)C(c2ccncc2)C2CN(C(=O)OCc3ccccc3)CC=C12 (configuration not stated)	0.8	2	2	-9.7	10	-0.6	11	3	-6
COc1ccccc1N(CN1CCCC1=O)C(=O)c1c(F)cccc1Cl	0.0	-2	-3	-0.5	2	0.9	39	2	-10
Nc1nnc(SCc2ccc3c(c2)OCO3)s1	-0.6	2	4	0.4	-4	-0.2	0	3	-3
COc1cc2oc(=O)c3c(c2cc1OCC(=O)c1c(C)n(C)c2ccccc12)CCCC3	0.1	-3	-1	1.2	-23	-0.5	18	0	6
Cc1cc(C)nc(SCc2n[nH]c(=S)n2C)n1	0.0	-2	5	-1.1	14	-0.1	20	-2	-8
CN1CCC(=NNC(=O)CN(c2cccc(Cl)c2)S(C)(=O)=O)CC1	1.4	-1	3	1.1	-4	0.5	4	1	-6
CC(=O)N1CCN(Cc2nc3cc(NC(=O)Nc4ccccc4)ccc3n2C)CC1	1.6	-1	0	-0.3	-11	0.7	29	6	-4
Cc1cc(C(=O)CCC(=O)N2CCN(c3ccccc3F)CC2)c(C)s1	-2.6	0	1	-0.6	38	1.0	0	0	7
CN(C)c1ccc(/C=c2\sc3n(c2=O)CCCN=3)cc1	1.1	-1	-1	-1.4	48	1.9	29	4	-1
Nc1nc(-c2cc(Cl)cc(Cl)c2OC(F)F)cs1	-1.5	1	5	-0.8	37	-0.8	28	-2	-8
COc1ccc(S(=O)(=O)Cc2ccc(C(=O)NCc3ccc(F)cc3)o2)cc1	3.9	-3	-2	-0.1	-14	0.9	14	0	-1
CCOC(=O)c1sc(NS(=O)(=O)c2ccc(C)cc2)nc1C	1.4	0	3	-0.3	23	0.4	7	-4	-4
COc1ccc(-c2noc(CN(C)S(=O)(=O)c3ccc(Cl)cc3)n2)cc1OC	-0.5	-1	0	-1.2	-20	5.9	10	-1	-6
Cc1nn(-c2ccccc2)c(C)c1/C=N/NC(=O)CSc1nnc(SCc2ccc(Cl)cc2)s1	-1.4	-2	7	-5.2	29	-0.4	15	1	-8
COCCNC(=O)C(C)N1c2cccc3cccc(c23)S1(=O)=O (configuration not stated)	0.8	-4	2	-1.4	8	-0.1	31	0	-6
CC(C)(C)C1=Nn2c(nnc2-c2ccccn2)SC1	0.3	-1	0	0.3	0	-0.1	18	-3	-3
CN(C)c1ccc(/C=N/n2ncc3ccccc32)cc1	1.6	0	-1	-2.1	35	0.8	43	6	-6
Cc1ccc(NC2OC(C(O)CO)C(O)C2O)cc1[N+](=O)[O-] (configuration not stated)	0.0	-2	-2	-1.4	1	0.3	17	-1	-6
O=C(c1ccc(=O)[nH]n1)N1CCc2ccccc2C1	0.3	-5	2	0.7	4	-0.2	21	1	-8
Cc1c(-n2c(CN3C(=O)c4ccccc4C3=O)nc3ccccc3c2=O)c(=O)n(-c2ccccc2)n1C	-1.0	0	5	-0.2	x	-0.3	x	1	-9
Cc1cc(=O)[nH]c(SCC(=O)NC2CCCc3ccccc32)n1 (configuration not stated)	-1.4	-2	-5	-0.6	-4	0.8	22	2	-12
Cc1ccc(-c2cnc3cc(C)nn3c2)cc1	-0.6	1	4	-0.8	16	0.7	56*[5 µM]	3	6
Cc1ccc(Cc2nc(-c3cccc(C)c3)no2)cc1	-0.5	2	8	0.8	83*	-0.3	-19	1	-5
COc1cc2c(cc1NC(=O)CN1CCN(S(=O)(=O)c3ccc(C)cc3)CC1)oc1ccccc12	1.4	-5	-3	1.8	11	0.3	7	1	-1
Cc1csc(NC(=O)c2cc(C)oc2C)n1	-1.7	7	-1	0.2	64	-0.1	-2	3	-9
COc1ccc(C2CCN(Cc3cccnc3)CC2O)cc1 (configuration not stated)	0.6	4	5	-0.2	8	0.7	6	1	-4
CCn1c(=NC(=O)CN2C(=O)CCC2=O)sc2c(C)cc(C)cc21	-1.2	-1	-5	0.3	21	-0.4	14	-1	-1
